Screens as filed in PubChem.
Mtb FBA inh – inhibitors of M. tuberculosis fructose-bisphosphate aldolase; actives 2.3% (n = 360,000); P9WQA3; AID 588726; purified M. tuberculosis FBA, fluorescence read-out; inhibition, % at 1 µM; in the data active means inhibition above about 27%;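 further: 0% = vehicle and 100% = reference inhibitor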
Target sequence (P9WQA3 whole entry, looked up): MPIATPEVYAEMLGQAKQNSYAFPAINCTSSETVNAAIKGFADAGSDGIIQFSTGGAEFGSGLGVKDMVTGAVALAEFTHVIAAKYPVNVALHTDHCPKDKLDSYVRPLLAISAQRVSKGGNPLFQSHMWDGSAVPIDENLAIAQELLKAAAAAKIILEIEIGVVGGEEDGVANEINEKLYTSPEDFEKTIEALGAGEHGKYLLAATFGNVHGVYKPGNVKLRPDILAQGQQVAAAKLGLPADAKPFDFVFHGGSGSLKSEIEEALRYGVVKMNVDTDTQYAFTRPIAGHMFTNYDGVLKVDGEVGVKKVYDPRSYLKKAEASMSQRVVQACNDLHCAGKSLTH
Mtb UGM inh – blocks M. tuberculosis UGM enzyme. inhibition, % at 10 µM. purified UGM, fluorescence polarization probe displacement. actives 0.06% (n = 320,000). P9WIQ1; in the data active means inhibition above about 10%, passing the limit was not always enough; inconclusive means no clear call, values can overlap the other calls
Target sequence (P9WIQ1 whole entry, looked up): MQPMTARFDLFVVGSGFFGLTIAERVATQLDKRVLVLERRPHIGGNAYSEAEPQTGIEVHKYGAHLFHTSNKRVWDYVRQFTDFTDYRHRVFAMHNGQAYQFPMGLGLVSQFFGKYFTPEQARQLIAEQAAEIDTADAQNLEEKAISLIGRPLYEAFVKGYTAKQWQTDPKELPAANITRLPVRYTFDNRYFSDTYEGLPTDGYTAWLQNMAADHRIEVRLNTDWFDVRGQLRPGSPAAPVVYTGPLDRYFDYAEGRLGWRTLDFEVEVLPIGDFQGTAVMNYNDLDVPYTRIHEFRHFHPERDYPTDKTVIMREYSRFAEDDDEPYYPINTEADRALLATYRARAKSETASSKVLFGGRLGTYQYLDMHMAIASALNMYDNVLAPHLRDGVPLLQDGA
BioA inh – blocks M. tuberculosis BioA enzyme activity. purified M. tuberculosis BioA enzyme, plate reader. inhibition, % at 9.99 µM. actives 0.096% (n = 360,000); in the data active means inhibition above about 40%; inconclusive means no clear call, values can overlap the other calls
CCHF vOTU inh – CCHFV vOTU protease inhibition; actives 0.55% (n = 370,000); AID 651958; Pep-AMC fluorescence; inhibition, % at 11.5 µM; further: 0% = vehicle wells with enzyme and 100% = no enzyme wells
FadD28 binding – M. tuberculosis FadD28 bisubstrate binding inhibition; FadD28 bisubstrate probe binding, fluorescence polarization; inhibition, % at 12.5 µM; actives 0.22% (n = 360,000); in the data active means inhibition above about 8.5%, passing the limit was not always enough; inconclusive means no clear call, values can overlap the other calls
PrPC surface inh – reduces human prion protein on the cell surface; P04156; cell surface PrPC, TR-FRET read-out; inhibition, % at 13.8 µM; actives 0.43% (n = 370,000); in the data active means inhibition above about 24%; further: 0% = median of the test wells and 100% = reference compound wells
BoNT A protease – blocks Botulinum neurotoxin A light chain protease. multiplex microsphere protease substrate cleavage, flow cytometry. actives 0.17% (n = 360,000). AID 588499. inhibition, % at 10 µM; in the data active means inhibition above about 30%; inconclusive means no clear call, values can overlap the other calls; further: plate controls were buffer without enzyme for full effect and enzyme alone for no effect
GDH-TPI counter – inhibits GDH-TPI coupling enzymes, artifact for Mtb FBA screen | GDH-TPI coupled enzyme counterscreen, NADH absorbance | inhibition, % at 4.8 µM | actives 1.2% (n = 360,000);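 further: 0% = DMSO wells and 100% = wells lacking the enzyme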
BoNT F protease – blocks Botulinum neurotoxin F light chain protease; Multiplex microsphere protease cleavage assay, flow cytometry; inhibition, % at 10 µM; actives 0.22% (n = 360,000); AID 588497; in the data active means inhibition above about 35%, passing the limit was not always enough; inconclusive means no clear call, values can overlap the other calls; further: plate controls were buffer without enzyme for full effect and enzyme alone for no effect
* hit, by the source's call. Unless noted, no stated cut-off is given here; in the data, active means inhibition above about 30%; inactive means the rest.

Results for CCC(C)(C)c1ccc(OCCCC[n+]2cccc(C)c2C)c(C(C)(C)CC)c1 ?
Mtb FBA inh: -1; Mtb UGM inh: -2.7; BioA inh: 9.2; CCHF vOTU inh: 20; FadD28 binding: -7.2; PrPC surface inh: 17; GDH-TPI counter: -5

What do the screens show for `Cc1cc(O)c(C(C)C)cc1NC(=O)c1cccc(Cl)c1`?
Mtb FBA inh: 2; Mtb UGM inh: 0.1; BioA inh: 8.7; CCHF vOTU inh: -9; FadD28 binding: -4.0; PrPC surface inh: -7; BoNT A protease: 0.9; GDH-TPI counter: -4; BoNT F protease: 2

Results for O=C1c2ccccc2NC(c2ccccn2)N1c1ccc(Cl)cc1 (configuration not stated) ?
Mtb FBA inh: 18; Mtb UGM inh: -1.7; BioA inh: 0.6; CCHF vOTU inh: -62; FadD28 binding: -2.1; PrPC surface inh: -4; BoNT A protease: -1.3; GDH-TPI counter: -2; BoNT F protease: 8

How did O=C1c2ccccc2S(=O)(=O)c2cc(C(=O)N3CCN(c4ccc(Cl)cn4)CC3)ccc21 do in these assays?
Mtb FBA inh: 4; Mtb UGM inh: 0.9; BioA inh: -0.5; CCHF vOTU inh: 0; FadD28 binding: 0.6; PrPC surface inh: -10; BoNT A protease: -0.3; GDH-TPI counter: 15; BoNT F protease: 1

Results for Cc1cccc(C(=O)OCC(=O)NCC2COc3ccccc3O2)c1 (configuration not stated) ?
Mtb FBA inh: 0; Mtb UGM inh: -0.2; BioA inh: -1.3; CCHF vOTU inh: -1; FadD28 binding: -4.0; PrPC surface inh: 6; BoNT A protease: -0.2; GDH-TPI counter: 7; BoNT F protease: 4

How did Cc1ccc2nc(Nc3nc(C)cc(C(F)(F)F)n3)nc(C)c2c1 do in these assays?
Mtb FBA inh: -1; Mtb UGM inh: 2.5; CCHF vOTU inh: -6; FadD28 binding: -2.1; PrPC surface inh: 4; BoNT A protease: -2.4; GDH-TPI counter: 10; BoNT F protease: -10

How did COC(=O)CNc1nc(Cl)nc(NC2CCCCC2)n1 do in these assays?
Mtb FBA inh: -1; Mtb UGM inh: -1.0; BioA inh: -1.0; CCHF vOTU inh: -6; FadD28 binding: -2.3; PrPC surface inh: -1; BoNT A protease: 3.0; GDH-TPI counter: 4; BoNT F protease: inconclusive

Results for COc1ccc(C2(O)CCN(CCCCOc3ccccc3)CC2)cc1 ?
Mtb FBA inh: 2; Mtb UGM inh: -1.3; BioA inh: 3.2; CCHF vOTU inh: -12; FadD28 binding: 0.6; PrPC surface inh: -10; BoNT A protease: 0.5; GDH-TPI counter: 7; BoNT F protease: 4

Results for O=C(NC1C/C=C\C(c2ccccc2)N(c2ccccc2)C(=O)C1)OCC1c2ccccc2-c2ccccc21 (configuration not stated) ?
Mtb FBA inh: 1; BioA inh: -0.3; FadD28 binding: -0.4; BoNT A protease: -0.4; GDH-TPI counter: 12; BoNT F protease: -11

What do the screens show for `COc1ccc2nc(C)cc(NCCN3CCOCC3)c2c1`?
Mtb FBA inh: 0; Mtb UGM inh: -0.1; BioA inh: 0.2; CCHF vOTU inh: -1; FadD28 binding: -1.1; PrPC surface inh: -3; BoNT A protease: 0.3; GDH-TPI counter: 11; BoNT F protease: -1

What do the screens show for `Cc1ccc(/C=C/C(O)=C2/C(=O)N(C)C3(C)CC2c2ccccc2O3)cc1` (configuration not stated)?
Mtb FBA inh: 6; Mtb UGM inh: 2.4; BioA inh: -0.8; CCHF vOTU inh: -11; FadD28 binding: -1.4; PrPC surface inh: 7; BoNT A protease: 0.7; GDH-TPI counter: 22; BoNT F protease: 6

Results for Cc1ccc(CNC(=O)CCc2ccc(S(=O)(=O)NC3CCCCC3)cc2)cc1 ?
Mtb FBA inh: 5; Mtb UGM inh: 0.3; BioA inh: -0.2; CCHF vOTU inh: 20; FadD28 binding: -2.0; PrPC surface inh: 7; BoNT A protease: 0.4; GDH-TPI counter: 10; BoNT F protease: -12

Results for CCc1ccc(OCC(=O)Nc2ccc3c(c2)OCCO3)cc1 ?
Mtb FBA inh: -2; Mtb UGM inh: 1.3; BioA inh: 0.5; CCHF vOTU inh: 20; PrPC surface inh: 10; BoNT A protease: 0.8; GDH-TPI counter: -8; BoNT F protease: 4

How did COc1cccc(NC(=O)c2ccc(NCCCN3CC(C)CC(C)C3)c([N+](=O)[O-])c2)c1 (configuration not stated) do in these assays?
Mtb FBA inh: -2; CCHF vOTU inh: -1; FadD28 binding: -7.3; PrPC surface inh: -42; BoNT A protease: -0.7; GDH-TPI counter: -1; BoNT F protease: -9

How did Cc1cc(NS(=O)(=O)c2ccccc2)no1 do in these assays?
Mtb FBA inh: -1; Mtb UGM inh: -0.8; BioA inh: -1.2; CCHF vOTU inh: -7; FadD28 binding: -3.1; PrPC surface inh: 0; BoNT A protease: 0.4; GDH-TPI counter: -4; BoNT F protease: -5

How did CCOc1cc(C(=O)NCCc2ccc(S(N)(=O)=O)cc2)cc(OCC)c1OCC do in these assays?
Mtb FBA inh: 1; Mtb UGM inh: 2.0; BioA inh: -0.2; CCHF vOTU inh: -2; FadD28 binding: -2.7; PrPC surface inh: 6; BoNT A protease: -0.1; GDH-TPI counter: -10; BoNT F protease: 1

What do the screens show for `CN(C)c1ccc(-n2cccc2/C=C/[N+](=O)[O-])cc1`?
Mtb FBA inh: -9; Mtb UGM inh: 3.1; CCHF vOTU inh: 2; FadD28 binding: 1.0; PrPC surface inh: 0; BoNT A protease: 3.0; GDH-TPI counter: -1; BoNT F protease: -2

How did Cc1ccc(C)c(S(=O)(=O)N2CCN(C(=O)Cc3c(F)cccc3Cl)CC2)c1 do in these assays?
Mtb FBA inh: -2; Mtb UGM inh: -2.1; BioA inh: 0.0; CCHF vOTU inh: -6; FadD28 binding: -2.7; PrPC surface inh: 8; BoNT A protease: -6.2; GDH-TPI counter: 6; BoNT F protease: -14

What do the screens show for `CCOC(=O)c1ccc(NC(=S)NCCc2ccc(F)cc2)cc1`?
Mtb FBA inh: -10; Mtb UGM inh: 3.5; CCHF vOTU inh: 11; FadD28 binding: -4.8; PrPC surface inh: -1; BoNT A protease: -0.8; GDH-TPI counter: 4; BoNT F protease: -2

Results for COc1cccc(N2C(=O)C(O)=C(C(C)=O)C2c2ccc(OC)c(OC)c2)c1 (configuration not stated) ?
Mtb FBA inh: 0; Mtb UGM inh: 0.0; BioA inh: 0.2; CCHF vOTU inh: 22; FadD28 binding: -1.8; PrPC surface inh: 6; BoNT A protease: 1.0; GDH-TPI counter: 14; BoNT F protease: 11

Results for CCSC1=C(C#N)C(c2ccc(C)o2)CC(=O)N1 (configuration not stated) ?
Mtb FBA inh: 0; Mtb UGM inh: -2.9; CCHF vOTU inh: 11; FadD28 binding: -2.7; PrPC surface inh: 5; BoNT A protease: -0.6; GDH-TPI counter: 5; BoNT F protease: -7

Results for C=C1SC(=Nc2c(C)cccc2Cl)N(C(=O)c2sc3ccccc3c2Cl)C12CCCCC2 ?
Mtb FBA inh: -1; Mtb UGM inh: 1.5; BioA inh: -1.9; CCHF vOTU inh: -5; FadD28 binding: -0.6; PrPC surface inh: 2; BoNT A protease: -1.1; GDH-TPI counter: 12; BoNT F protease: -6

What do the screens show for `CC(=O)c1ccccc1NC(=O)CN1C(=O)CS/C1=C\c1nc(-c2ccc(C)cc2)cs1`?
Mtb FBA inh: 1; Mtb UGM inh: 2.2; CCHF vOTU inh: 8; FadD28 binding: -1.8; PrPC surface inh: 1; BoNT A protease: 0.7; GDH-TPI counter: 6; BoNT F protease: -5

What do the screens show for `Cc1ccccc1OCC(=O)Nc1cnn(CCCC(=O)O)c1`?
Mtb FBA inh: -3; Mtb UGM inh: 0.8; BioA inh: -0.8; CCHF vOTU inh: 0; FadD28 binding: 0.1; PrPC surface inh: 1; BoNT A protease: 0.8; GDH-TPI counter: 4; BoNT F protease: -10

Results for C/C(=N\NC(=O)c1ccccc1C)c1ccc(N2CCOCC2)cc1 ?
Mtb FBA inh: -1; Mtb UGM inh: -1.5; BioA inh: -0.1; CCHF vOTU inh: 22; FadD28 binding: -4.5; PrPC surface inh: 5; BoNT A protease: 0.5; GDH-TPI counter: 19; BoNT F protease: -2

What do the screens show for `O=C(O)/C=C\c1cc2c(cc1[N+](=O)[O-])OCO2`?
Mtb FBA inh: 2; Mtb UGM inh: 1.8; BioA inh: -0.4; CCHF vOTU inh: -11; FadD28 binding: -16; PrPC surface inh: -9; BoNT A protease: 0.0; GDH-TPI counter: 27; BoNT F protease: -9

How did Cc1ccccc1-c1nnc(Cc2ccccc2)o1 do in these assays?
Mtb FBA inh: -1; Mtb UGM inh: 1.5; CCHF vOTU inh: 2; FadD28 binding: -0.2; PrPC surface inh: -1; BoNT A protease: 0.1; GDH-TPI counter: 0; BoNT F protease: -2

How did CC/C(O)=C1\C(=O)CC(c2ccccc2)CC1=NCCC(=O)O (configuration not stated) do in these assays?
Mtb FBA inh: 4; Mtb UGM inh: 0.0; CCHF vOTU inh: 4; FadD28 binding: 0.4; PrPC surface inh: -3; BoNT A protease: -0.9; GDH-TPI counter: -3; BoNT F protease: -2

What do the screens show for `O=[N+]([O-])c1nn(-c2ccc3c(c2)OCCO3)n(O)c1=NC1CCCCCC1`?
Mtb FBA inh: 1; Mtb UGM inh: -1.1; BioA inh: -0.9; CCHF vOTU inh: -1; FadD28 binding: 0.3; PrPC surface inh: 3; BoNT A protease: -3.8; GDH-TPI counter: 10; BoNT F protease: -40

What do the screens show for `OCC(O)/C=N/Nc1nc(Nc2ccccc2)nc(Nc2ccccc2)n1` (configuration not stated)?
Mtb FBA inh: -1; Mtb UGM inh: 3.1; BioA inh: 1.4; CCHF vOTU inh: 0; FadD28 binding: -8.5; PrPC surface inh: 5; BoNT A protease: 2.4; GDH-TPI counter: 4; BoNT F protease: 0

What do the screens show for `Cc1cnc(=O)[nH]c1SCC(=O)Nc1nccs1`?
Mtb FBA inh: 1; Mtb UGM inh: 0.0; BioA inh: -1.7; CCHF vOTU inh: -6; FadD28 binding: -4.3; PrPC surface inh: 3; GDH-TPI counter: 7

Results for CCC(=O)Nc1ccc(NC(=O)CSc2nnnn2-c2ccc(OC)cc2)cc1 ?
Mtb FBA inh: 0; Mtb UGM inh: 0.0; BioA inh: -0.9; CCHF vOTU inh: -3; FadD28 binding: -3.1; PrPC surface inh: 5; BoNT A protease: -0.5; GDH-TPI counter: 3; BoNT F protease: -17

Results for Cc1cc(C)n(C2CCCCC2OC(=O)c2ccccc2F)n1 (configuration not stated) ?
Mtb FBA inh: 2; Mtb UGM inh: -0.5; BioA inh: 3.5; CCHF vOTU inh: -11; FadD28 binding: -2.3; PrPC surface inh: 4; BoNT A protease: -0.5; GDH-TPI counter: -6; BoNT F protease: -10

How did O=C(CSc1nc2c(oc3ccccc32)c(=O)n1CC1CCCO1)NCc1ccccc1 (configuration not stated) do in these assays?
Mtb FBA inh: -1; Mtb UGM inh: 2.4; BioA inh: 0.3; CCHF vOTU inh: 24; FadD28 binding: -3.2; PrPC surface inh: -4; BoNT A protease: -2.4; GDH-TPI counter: -4; BoNT F protease: 2

What do the screens show for `Cc1c(N/C=C/C(=O)C(F)(F)F)c(=O)n(-c2ccccc2)n1C`?
Mtb FBA inh: 0; Mtb UGM inh: 0.5; BioA inh: -0.4; CCHF vOTU inh: -8; FadD28 binding: -1.6; PrPC surface inh: 0; BoNT A protease: 0.5; GDH-TPI counter: 11; BoNT F protease: -2

Results for COc1ccc2c(c1)OC[C@H]1[C@H]2N2C(=O)CN(CC3CCCO3)C(=O)[C@@]2(C)[C@H]1c1ccccc1 (some centres not stated) ?
Mtb FBA inh: 3; Mtb UGM inh: -2.0; BioA inh: 0.5; CCHF vOTU inh: 0; FadD28 binding: -3.6; PrPC surface inh: 7; BoNT A protease: -0.1; GDH-TPI counter: 3; BoNT F protease: -4

How did Cc1csc(NC(=O)c2ccc(=O)[nH]c2)n1 do in these assays?
Mtb FBA inh: 0; Mtb UGM inh: 3.8; BioA inh: -1.5; CCHF vOTU inh: 8; PrPC surface inh: 7; BoNT A protease: -1.5; GDH-TPI counter: 7; BoNT F protease: -1
